From PubChem
ER stress surv: protection against thapsigargin ER stress killing – CSM14.1 cells, ATP luminescence, primary screen; actives 0.33% (n = 48,000); relative survival (cellular ATP), % at 15 µg/mL (by protocol); AID 1010, 2008; CSM14.1 thapsigargin ER stress survival;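 active = survival measured by cellular ATP above 50% at 15 µg/ml in the first screen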;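 note: cell death triggered by about 15 µM thapsigargin; ATP read 24 h after thapsigargin was added; plate controls were thapsigargin with DMSO for no effect and DMSO without thapsigargin for full effect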
The depositor's hits bear a star. An excerpt; rates above refer to the full screens.

SMILES	ER stress surv
CCOC(=O)c1ccccc1NC(=O)C1COc2ccccc2O1 (stereo unspecified)	0
Cc1cc(C)c2nc3s/c(=C\c4ccc(-c5ccccc5C(=O)O)o4)c(=O)n3c2c1	-5
O=C1N/C(=N/N=C/c2ccccc2O)SC1Cc1cc(Cl)ccc1Cl (stereo unspecified)	4
Cc1[nH]c(=O)c(C(=O)/C=C/c2cccs2)c2c1CCCC2	2
O=C1c2ccccc2CCC1C1(O)C(=O)Nc2ccccc21 (stereo unspecified)	1
CCOC(=O)c1ccc2c(c1)C1C=CCC1C(c1ccc(Cl)cc1Cl)N2 (stereo unspecified)	9
O=C(Nc1cccc(Cl)c1)O/N=C\c1ccncc1	11
CCn1c(O)c(/C=C2\C=Nc3ccccc32)sc1=S	-1
CC(C)COc1ccc(C(=O)Nc2cccc(C(F)(F)F)c2)cc1	3
Cc1cccc(-n2c(O)c(C=NCc3ccc(F)cc3)c(=O)[nH]c2=O)c1	19
CCn1c2ccccc2c2cc(NC(=O)C/C(C)=N/NC(=O)OCc3ccc(OC)cc3)ccc21	-5
O=C(/C=C/c1ccco1)Nc1nc2ccc(Br)cc2s1	3
O=C(COc1ccc(Br)cc1)Nc1ccccc1Cl	0
COc1ccc(/C=C2\SC(N3CCCC3)=NC2=O)cc1	-3
CC(=O)NS(=O)(=O)c1ccc(NC(=O)Cc2ccccc2)cc1	-2
C=CCN1C(=O)/C(=C\c2ccc(OCc3ccccc3)c(OCC)c2)SC1=S	15
COC(=O)c1c(C)oc2cc(Br)c(OCC(N)=O)cc12	-3
Cc1ccc(C2=NN(C(=O)OC(C)(C)C)C(O)(C(F)(F)F)C2)cc1 (stereo unspecified)	7
CCOc1ccc(C(=O)NC(C)C2COc3ccccc3O2)cc1 (stereo unspecified)	5
Cc1sc(NN=C2CCCC2)nc1-c1ccccc1	24
Cn1c(=O)c2c(ncn2CC(=O)Nc2ccc(OCc3ccccc3)cc2)n(C)c1=O	5
Cc1ccc(N=C2NC(=O)/C(=C/c3ccc(F)cc3)S2)cc1Cl	-2
COc1ccc(CCNS(=O)(=O)c2ccc(Cl)cc2)cc1	0
COc1ccc(C)cc1NC(=O)COc1ccc(Br)c(C)c1	20
O=C(NCc1ccccn1)C12CC3CC(CC(C3)C1)C2	1
Cc1ccc2c(c1)C(c1ccccc1Br)CC(=O)N2 (stereo unspecified)	6
CCCCOC(=O)c1ccc(NC(=O)c2ccc(I)cc2)cc1	16
Cc1cccc(OCCCCN2CCCC2)c1	-5
COc1cc(/C=N/NC(=O)CCc2cc(C(C)(C)C)c(O)c(C(C)(C)C)c2)cc(Br)c1O	1
C/C(Cn1nnc([N+](=O)[O-])n1)=N\NC(=O)c1cccc(Cl)c1	-8
Cn1c(=O)c2c(nc(Sc3ncn[nH]3)n2C)n(C)c1=O	17
CC1=NN(c2ccc(S(N)(=O)=O)cc2)C(=O)/C1=C\c1ccc(-c2cc([N+](=O)[O-])ccc2C)o1	-5
O=C1CC(NCc2cccs2)C(=O)N1c1ccc(Cl)cc1 (stereo unspecified)	0
Cc1cccc(C(=O)O/N=C(\N)c2ccncc2)c1	-6
O=C(Cn1cc(/C=C2\NC(=O)NC2=O)c2ccccc21)Nc1ccccc1	-1
O=c1[nH]c2ccccc2c(O)c1-c1cc2ccccc2oc1=O	7
Cc1cccc2c1[nH]c1nc(SCC(C)C)nnc12	6
COc1ccccc1N(CC(=O)Nc1cc(C)ccc1C)S(=O)(=O)c1ccccc1	13
COC(OC)C12c3ccccc3C(c3ccccc31)C1C(=O)N(Cc3cccnc3)C(=O)C12 (stereo unspecified)	6
C#CCSc1nc2ccccc2n1C(=O)CCN1C(=O)c2cccc3cccc(c23)C1=O	10
COCCOC(=O)c1c(C)oc2ccc(OCc3ccccc3Br)cc12	-1
COc1ccc(N/C(=N\S(=O)(=O)c2ccc(NC(C)=O)cc2)Nc2nc(C)cc(C)n2)cc1OC	0
O=C(N/N=C/c1ccccc1Cl)c1ccccn1	-10
C=CCn1c(SC)nc(O)c(Cc2ccccc2)c1=O	3
Clc1ccccc1CSc1ncnc2nc[nH]c12	3
Cc1ccc(S(=O)(=O)N2CCN(CCN3C(=O)c4cccc5cccc(c45)C3=O)CC2)cc1[N+](=O)[O-]	9
O=C1C=C(NNC(=O)Cc2ccccc2)CCC1	9
Cc1cccn2c(=O)c(/C=C3\SC(=S)N(C(C)c4ccccc4)C3=O)c(NCCc3ccccc3)nc12 (stereo unspecified)	3
CCCCOC(=O)c1ccc(OC(=O)CCN2C(=O)c3ccccc3C2=O)cc1	12
CCC(C(=O)N1CCc2ccccc21)c1ccccc1 (stereo unspecified)	4
Later entries.
SMILES	ER stress surv
Cc1ccc(S(=O)(=O)n2cccc2)cc1	6
CCc1nnc(NC(=O)C2CC3CCC2C3)s1 (stereo unspecified)	5
O=C(Nc1ccc(SC(F)F)cc1)/C(=C/c1ccc(Cl)cc1)NC(=O)c1ccccc1	0
COc1ccc(CCNC(=O)c2ccc(C)c([N+](=O)[O-])c2)cc1	6
O=C(COc1ccccc1[N+](=O)[O-])N/N=C/c1cccc(OC(=O)c2ccc3c(c2)OCO3)c1	19
CCOc1ccc(-n2c(C)c(C(C)=O)c(C(C)=O)c2C)cc1	0
CN(c1ccccc1)c1ccc(/C=C2\C(=O)ON=C2c2cccc([N+](=O)[O-])c2)cc1	0
CCC(=O)N(CCc1ccc(OC)cc1)C1CC(=O)N(c2ccc(Br)cc2)C1=O (stereo unspecified)	4
COc1ccc(OCC(=O)Oc2ccc3c(c2)C(C)=CC(C)(C)N3)cc1	-3
Cc1cccc(C)c1NC(=O)c1ccc([N+](=O)[O-])cc1	7
COc1cccc(NC(=O)COc2ccccc2C)c1	4
O=c1[nH]c(NCCO)nc2sc3c(c12)CCCC3	2
Cc1ccc(CN2CCN(N=Cc3ccc(N(C)C)cc3)CC2)c(C)c1	0
COc1ccc(/C=C2\SC(=S)N(CC(=O)Nc3nccs3)C2=O)cc1OC	14
O=C(O)C(Cc1ccccc1)N1C(=O)/C(=C/c2ccc(O)cc2)SC1=S (stereo unspecified)	-9
Cc1csc(Nc2ccccc2)[n+]1CCO	6
COc1ccc(/C=N/NS(=O)(=O)c2ccc(C)cc2)cc1OCc1ccccc1	1
O=C(Nc1cccc(Cl)c1)Nc1nnc(Cc2ccc(Cl)cc2)s1	2
O=C(c1ccccc1)c1ccc(N=Cc2ccc([N+](=O)[O-])s2)cc1	2
CCOC(=O)c1c(NC(=S)NCc2ccccc2)sc2c1CCC2	7
CC(/C=C1\SC(=S)N(C(C(=O)O)C(C)C)C1=O)=C\c1ccccc1 (stereo unspecified)	11
Cc1ccc(OCC(=O)Nc2ccc(-c3nc4ccccc4o3)cc2)cc1C	8
Cn1c(=O)c([N+](=O)[O-])c(N2CCN(C(=O)c3ccccc3)CC2)c2ccccc21	6
N#C/C(=C/c1ccc(-c2cc(Cl)ccc2Cl)o1)C(=O)O	-1
COc1cc([N+](=O)[O-])ccc1NC(=O)c1ccc(I)cc1	1
COc1ccc(CNS(=O)(=O)c2ccccc2[N+](=O)[O-])cc1	7
Cc1ccc(S(=O)(=O)Nc2cc(Cl)c(O)c(C)c2C)cc1	8
CC1=NN(c2ccccc2)C(=O)C1C=C1C(=O)NC(=O)NC1=O (stereo unspecified)	1
O=C(O)CCn1c(O)c(C2=c3cc([N+](=O)[O-])ccc3=NC2=O)sc1=S	-3
O=C(/C=C(\O)c1ccccc1)C(=O)Nc1ccc(C(=O)O)cc1	-8
CCOc1ccccc1NC(=O)CSCc1ccc(Cl)cc1Cl	6
CCOc1ccc(N(CC(=O)NCc2ccc(Cl)cc2)S(=O)(=O)c2ccc(Br)cc2)cc1	14
COc1ccc(N2C(=O)S/C(=C/c3cccc(Br)c3)C2=O)cc1	-4
O=C(Nc1ccccc1O)c1cc(Cl)ccc1Cl	3
O=C(Nc1ccncc1)c1cc2ccccc2o1	-3
COc1ccc(C(=O)NC(c2ccccc2)c2ccccc2)cc1OC	8
Cc1cc2ncn(C(=O)N3CCOCC3)c2cc1C	2
C=C(C)COc1ccc2oc(-c3ccccc3)c(C(=O)OCC)c2c1	2
CCCOC(=O)c1ccc(N2C(=O)c3ccccc3C2=O)cc1	7
O=C(O)Cc1csc(-c2ccc(Cl)cc2)n1	1
Cc1ccc(-c2nc3cc(Cl)cc(Cl)c3o2)cc1NC(=O)c1ccc2c(c1)OCCO2	7
C=CCN(CC=C)C(=O)COc1ccccc1	2
O=C(NC(=S)Nc1cccc(F)c1)c1ccccc1	2
Cc1ccc(C)c(N2C(=O)CC(Cc3ccc(Cl)cc3)C2=O)c1 (stereo unspecified)	-2
COC(=O)c1ccc(C(=O)OC)c(NC(=O)C(C)Oc2ccccc2)c1 (stereo unspecified)	7
CN1C(=O)CC(N2CCN(c3ccccc3)CC2)C1=O (stereo unspecified)	11
CCOc1ccc(CSc2ncn[nH]2)cc1	3
Cc1cccc(-c2nc3cc(NC(=S)NC(=O)c4ccco4)ccc3o2)c1	2
CCOC(=O)CNC(=O)c1cccc(C)c1	-2
COc1cc(C=O)c(Br)c(OC)c1OC	-1
(list continues)
SMILES	ER stress surv
O=[N+]([O-])c1cc(C(F)(F)F)ccc1-n1nnc2ccccc21	2
CC(CC(=O)c1ccc(Cl)cc1)CC(=O)c1ccc(Cl)cc1	-1
O=C(Cc1ccc(Br)cc1)Nc1ccccc1F	5
CC(C)(C)c1ccc(OCC(=O)Nc2ccccc2C(=O)Nc2ccc(C(=O)O)cc2)cc1	2
Cn1/c(=N/N=C2CCCC2)sc2ccccc21	1
CC(=O)Oc1cccc(/C=C2\C=C(c3ccc(C)cc3)OC2=O)c1	-7
Cc1cccc(NC(=O)CSc2nnc(-c3ccccc3)c(-c3ccccc3)n2)c1C	2
Cc1cc(C)nc(SCc2ccccc2C#N)n1	10
Cc1ccc(S(=O)(=O)NC(=O)Nc2ccccc2I)cc1	6
COc1cccc(-c2nc3sc4c(c3c(=O)[nH]2)CCCC4)c1	5
COC(=O)CN(c1ccc(F)cc1)S(C)(=O)=O	3
Nc1nnnn1/N=C/c1ccc(C=O)cc1	-1
COC(=O)c1c(C)oc2cc(Br)c(OS(C)(=O)=O)cc12	1
O=C(N=c1scc(-c2ccccc2)n1-c1ccccc1)c1ccco1	0
CC1=C(C(=O)OCCc2ccccc2)C(c2ccc(O)c([N+](=O)[O-])c2)NC(=O)N1 (stereo unspecified)	6
CCOC(=O)C1=C(O)/C(=C/c2ccc(CNC(=O)C(=O)Nc3ccc(C)cc3)o2)N=C1C	3
O=C(c1ccccc1Br)N(C1CCCCC1)C1CCCCC1	5
CC(C)(NO)/C(=N\O)c1ccc(F)cc1	1
CC1(C)CC(=O)C2=C(C1)Nc1ccccc1N(C(=O)c1ccccc1)C2c1ccc(C#N)cc1 (stereo unspecified)	16
FC(F)(F)c1ccccc1C=NN1CCN(c2ccccn2)CC1	8
COC(=O)CN(c1cccc(C)c1)S(C)(=O)=O	9
O=C1/C(=C/c2ccc(-c3ccc([N+](=O)[O-])cc3)o2)SC(=S)N1Cc1ccccc1	18
COc1ccc(Br)cc1/C=N/Nc1nc(N2CCOCC2)nc(N2CCOCC2)n1	10
Cc1ccc(NC(=O)c2c(-c3c(F)cccc3Cl)noc2C)cc1	3
O=C(NCCO)c1cccc2c1-c1ccc(I)cc1C2	4
CCOc1ccccc1N/C(=N/c1nc(C)cc(C)n1)NC(=O)c1ccccc1	4
CCOC(=O)c1c(N)n(-c2ccccc2O)c2nc3ccccc3nc12	-2
Cc1ccc(C(=O)N2CCN(c3ccccn3)CC2)cc1	14
CCC(=O)O/C(C#N)=N\Nc1nc2c([nH]1)c(=O)n(C)c(=O)n2C	-6
Cc1ccccc1OCCCn1ccnc1	-1
Cc1ccccc1OCC(=O)NCc1ccncc1	9
CC1=C(C(=O)Nc2cc(Cl)ccc2C)C(c2ccccc2Cl)NC(=O)N1 (stereo unspecified)	6
O=C(Nc1ccc2nc3c4ccccc4c4ccccc4c3nc2c1)N1CCOCC1	3
COc1cc(C(=O)Nc2cc(C(F)(F)F)ccc2Cl)cc(OC)c1OC	6
CC(=O)N/N=C/c1c[nH]c2ccccc12	3
CCOc1cc(OCC)cc(C(=O)Nc2ccc(N3CCOCC3)cc2)c1	-3

Structures shown so far containing bromine, in the order listed:
SMILES	ER stress surv
O=C(/C=C/c1ccco1)Nc1nc2ccc(Br)cc2s1	3
O=C(COc1ccc(Br)cc1)Nc1ccccc1Cl	0
COC(=O)c1c(C)oc2cc(Br)c(OCC(N)=O)cc12	-3
COc1ccc(C)cc1NC(=O)COc1ccc(Br)c(C)c1	20
Cc1ccc2c(c1)C(c1ccccc1Br)CC(=O)N2 (stereo unspecified)	6
COc1cc(/C=N/NC(=O)CCc2cc(C(C)(C)C)c(O)c(C(C)(C)C)c2)cc(Br)c1O	1
COCCOC(=O)c1c(C)oc2ccc(OCc3ccccc3Br)cc12	-1
CCC(=O)N(CCc1ccc(OC)cc1)C1CC(=O)N(c2ccc(Br)cc2)C1=O (stereo unspecified)	4
CCOc1ccc(N(CC(=O)NCc2ccc(Cl)cc2)S(=O)(=O)c2ccc(Br)cc2)cc1	14
COc1ccc(N2C(=O)S/C(=C/c3cccc(Br)c3)C2=O)cc1	-4
COc1cc(C=O)c(Br)c(OC)c1OC	-1
O=C(Cc1ccc(Br)cc1)Nc1ccccc1F	5
COC(=O)c1c(C)oc2cc(Br)c(OS(C)(=O)=O)cc12	1
O=C(c1ccccc1Br)N(C1CCCCC1)C1CCCCC1	5
COc1ccc(Br)cc1/C=N/Nc1nc(N2CCOCC2)nc(N2CCOCC2)n1	10
